Compound activity from PubChem BioAssay.
Ba/F3 V617F tox: loss of viability in JAK2V617F-driven Ba/F3 cells. Ba/F3 EpoR-JAK2V617F viability, ATP luminescence. inhibition, % at 5.6 µM. 1.1% of 220,000 active. AID 1446;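 active = inhibition above the campaign mean plus 3 SD over all tested compounds, cut at about 24% in these data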;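 also: cytokine-independent growth of Ba/F3 cells driven by EpoR plus mutant JAK2; 0% = DMSO-treated cells and 100% = JAK inhibitor I control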
S1P4 agonist: agonists of human S1P4 receptor. S1P4-expressing cell line, agonist reporter assay. activation, % at 4.98 µM. 0.35% of 220,000 active. AID 1509; in the data active = activation above about 11%;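 also: 0% = DMSO vehicle and 100% = reference agonist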
Target sequence (O95977 whole entry, looked up): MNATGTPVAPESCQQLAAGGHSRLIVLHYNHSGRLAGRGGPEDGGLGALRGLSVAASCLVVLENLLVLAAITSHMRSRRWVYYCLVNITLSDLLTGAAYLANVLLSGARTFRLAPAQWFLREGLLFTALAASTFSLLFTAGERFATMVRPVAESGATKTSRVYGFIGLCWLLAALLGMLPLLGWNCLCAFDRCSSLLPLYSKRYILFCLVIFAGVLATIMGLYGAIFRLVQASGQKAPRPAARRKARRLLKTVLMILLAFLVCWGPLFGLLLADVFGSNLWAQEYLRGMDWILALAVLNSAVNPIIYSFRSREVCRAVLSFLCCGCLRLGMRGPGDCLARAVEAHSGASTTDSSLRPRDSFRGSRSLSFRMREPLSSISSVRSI
NPY-Y2 PAM-ag: human NPY-Y2 potentiation or agonism, primary screen | P49146 | cells expressing NPY-Y2, potentiator/agonist read-out | activation, % at 3.6 µM | 0.45% of 220,000 active | AID 1359; in the data active = activation above about 27%;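 also: cells stimulated with NPY near EC25 plus isoproterenol at EC100; 0% = vehicle plus submaximal agonist and 100% = vehicle plus saturating agonist; some results beyond the cut were filed as inactive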
BaF3 parental: parental Ba/F3 viability inhibition as JAK2V617F counter-screen | AID 1486 | 1.1% of 220,000 active | inhibition, % at 5.6 µM | CellTiter-Glo ATP luminescence;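 active = inhibition above a per-campaign cutoff, the mean inhibition of all tested compounds plus 3 SD, cut at about 27% in these data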;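 also: 0% = DMSO wells and 100% = JAK Inhibitor I control wells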
S1P4 antagonist: antagonists of human S1P4 receptor | S1P4-expressing cells, antagonist mode, reporter read-out | 0.26% of 220,000 active | AID 1510 | inhibition, % at 4.98 µM | O95977; in the data active = inhibition above about 29%;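 also: 0% = wells stimulated with agonist and 100% = vehicle wells without agonist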
NPY-Y1 PAM-ag: potentiators or agonists of human neuropeptide Y receptor Y1; P25929; NPY-Y1 expressing cells, potentiator/agonist activation; activation, % at 3.6 µM; 0.37% of 220,000 active; AID 1304; in the data active = activation above about 33%, passing the limit was not always enough;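 also: cells stimulated with NPY at EC10 then isoproterenol at EC100; 0% = low agonist plus stimulus and 100% = saturating agonist plus stimulus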
Target sequence (P25929 whole entry, looked up): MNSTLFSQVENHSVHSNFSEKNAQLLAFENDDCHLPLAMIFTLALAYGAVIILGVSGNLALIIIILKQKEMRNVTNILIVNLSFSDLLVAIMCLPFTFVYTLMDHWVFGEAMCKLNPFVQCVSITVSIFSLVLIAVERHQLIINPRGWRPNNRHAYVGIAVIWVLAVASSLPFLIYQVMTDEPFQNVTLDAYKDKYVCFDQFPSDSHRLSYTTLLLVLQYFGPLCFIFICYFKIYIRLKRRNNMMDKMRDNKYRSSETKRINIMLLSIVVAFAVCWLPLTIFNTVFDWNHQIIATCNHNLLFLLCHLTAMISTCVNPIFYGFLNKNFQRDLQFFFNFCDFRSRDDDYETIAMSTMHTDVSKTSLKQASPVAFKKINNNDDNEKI
RBBP9 inhibitor: inhibitors of human serine hydrolase RBBP9; recombinant RBBP9, FP-Rh probe fluorescence polarization; inhibition, % at 7.94 µM; O75884; 0.2% of 220,000 active;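 active = inhibition above the campaign mean of all tested compounds plus 3 SD, cut at about 14% in these data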;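 also: plate controls were DMSO wells with RBBP9 for no effect and wells lacking RBBP9 protein for full effect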
Target sequence (O75884 whole entry, looked up): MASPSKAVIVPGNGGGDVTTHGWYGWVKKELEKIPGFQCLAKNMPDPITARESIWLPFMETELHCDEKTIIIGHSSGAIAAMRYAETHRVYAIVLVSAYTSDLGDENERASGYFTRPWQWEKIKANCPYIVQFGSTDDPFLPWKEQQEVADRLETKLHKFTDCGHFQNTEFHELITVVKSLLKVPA
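system = RBBP9 protein | input = RBBP9 at 2.5 µM in dispensed solution, before mixing | measured by = fluorescence polarization (mP), excitation 525 nm, emission 598 nm | incubation = enzyme-compound preincubation 30 min, then probe labeling 45 min, 25 °C | buffer or medium = Tris-NaCl-Pluronic buffer, pH 8.0 | compound = single dose 7.94 µM | also added = FP-Rh probe, 375 nM dispensing solution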
NPY-Y1 antag: NPY-Y1 (human) receptor antagonism; P25929; HEK293-CNG Y1 cells, membrane potential fluorescence; NPY at EC95, then isoproterenol; inhibition, % at 3.6 µM; 1% of 200,000 active;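 active = inhibition above the campaign mean inhibition of all tested compounds plus 3 SD, cut at about 20% in these data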;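 also: 0% = DMSO wells given NPY plus isoproterenol and 100% = isoproterenol alone without NPY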
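Test system – HEK293 Y1/CNG channel cell line · Also added – NPY agonist 25 nM, then isoproterenol 1 µM plus Ro 20-1724 25 µM · Compound dosing – one concentration, 3.6 µM, in 0.4% DMSO · Schedule – compound incubation 1 h at room temperature, readout 45 min post-stimulation · Technique – fluorescence, membrane potential probe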
Runt-CBFb FRET: Runt domain-CBFb interaction inhibition; Q01196+Q13951; Cerulean-Runt/Venus-CBFb FRET ratio 530/480, 1 h; inhibition, % at 20 µM; 0.46% of 220,000 active; AID 1496;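 active = inhibition over about 50% at 20 µM in the single-dose screen, limit read from the data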;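 also: 0% = DMSO wells and 100% = excess unlabeled CBFb competitor control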
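System: Cerulean-labeled Runt domain protein | Quantity: 100 nM of each labeled protein | Schedule: 1 h compound exposure, room temperature | Detection: Fluorescence energy transfer, 422 nm excitation, 530/480 nm emission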
* = called active by the depositor; nt = no result given.

#	mol	Ba/F3 V617F tox	S1P4 agonist	NPY-Y2 PAM-ag	BaF3 parental	S1P4 antagonist	NPY-Y1 PAM-ag	RBBP9 inhibitor	NPY-Y1 antag	Runt-CBFb FRET
1	COc1ccc(C(CC(=O)O)NC(=O)Cc2ccccc2)cc1OC (configuration not stated)	-3	1.1	-11	1	3	-29	3	2	2
2	COc1ccc2[nH]c3c(=O)n(N)c(C)nc3c2c1	-4	0.2	9	6	-3	17	-7	-4	2
3	Cc1ccc(NC(=O)NC(=O)N(c2ccccc2)S(C)(=O)=O)cc1	-4	-0.2	1	-1	-12	-6	-2	-2	-1
4	O=c1c(Cc2ccccc2O)c(O)nc2n1CCCS2	5	0.4	13	7	-12	20	-6	-1	1
5	CCCCSc1nc(C)cc(NC(=S)Nc2ccc(OC)cc2)n1	2	-5.1	-5	7	-6	6	-10	5	0
6	COc1ccc(Cc2nnc(NC(=O)c3ccc(Cl)c([N+](=O)[O-])c3)s2)cc1	4	1.6	0	5	-4	-11	-3	5	1
7	Cc1ccc(SCC(=O)NN2C(=O)c3ccccc3C2=O)cc1	2	0.4	-14	2	-3	-1	-3	6	2
8	Cc1cccc(Nc2ncnc(N)n2)c1	2	0.7	2	6	-10	19	0	1	0
9	COc1ccc(CC(=O)Nc2ccc(S(=O)(=O)Nc3nc(C)cc(C)n3)cc2)cc1	1	0.2	4	3	-1	8	10	4	1
10	O=C(Nc1ccc(N2CCCC(O)C2)cc1)c1snc2c(=O)[nH]cnc12 (configuration not stated)	-3	-1.7	9	1	-7	3	-9	-1	2
11	Cn1c(SCC(=O)Nc2ccccc2)nnc1-c1ccc2nonc2c1	6	0.5	-22	0	-10	-13	-6	nt	2
12	O=C(Nc1ccc(S(=O)(=O)N2CCN(c3ccccc3)CC2)cc1)c1cccs1	3	-0.7	8	8	-8	0	-12	-3	1
13	Cc1ccc(C)c(N(C(=O)Cn2nnc3ccccc32)C(C(=O)NCc2ccco2)c2ccncc2)c1 (configuration not stated)	2	-0.6	1	4	34*	4	3	-4	1
14	O=C(c1noc2c1CCCC2)N1CCN(Cc2ccccc2)CC1	4	1.0	4	3	-7	-21	-3	5	-1
15	COc1cc(CNC2CCCC2)c(Br)cc1OCc1ccccc1	0	-0.5	4	5	-1	26	0	-4	2

In the list so far, six have an aryl methoxy group.
#	mol	Ba/F3 V617F tox	S1P4 agonist	NPY-Y2 PAM-ag	BaF3 parental	S1P4 antagonist	NPY-Y1 PAM-ag	RBBP9 inhibitor	NPY-Y1 antag	Runt-CBFb FRET
1	COc1ccc(C(CC(=O)O)NC(=O)Cc2ccccc2)cc1OC (configuration not stated)	-3	1.1	-11	1	3	-29	3	2	2
2	COc1ccc2[nH]c3c(=O)n(N)c(C)nc3c2c1	-4	0.2	9	6	-3	17	-7	-4	2
5	CCCCSc1nc(C)cc(NC(=S)Nc2ccc(OC)cc2)n1	2	-5.1	-5	7	-6	6	-10	5	0
6	COc1ccc(Cc2nnc(NC(=O)c3ccc(Cl)c([N+](=O)[O-])c3)s2)cc1	4	1.6	0	5	-4	-11	-3	5	1
9	COc1ccc(CC(=O)Nc2ccc(S(=O)(=O)Nc3nc(C)cc(C)n3)cc2)cc1	1	0.2	4	3	-1	8	10	4	1
15	COc1cc(CNC2CCCC2)c(Br)cc1OCc1ccccc1	0	-0.5	4	5	-1	26	0	-4	2

3 compounds from above with just RBBP9 inhibitor:
# | smiles | RBBP9 inhibitor
2 | COc1ccc2[nH]c3c(=O)n(N)c(C)nc3c2c1 | -7
4 | O=c1c(Cc2ccccc2O)c(O)nc2n1CCCS2 | -6
14 | O=C(c1noc2c1CCCC2)N1CCN(Cc2ccccc2)CC1 | -3

(further entries)
#	mol	Ba/F3 V617F tox	S1P4 agonist	NPY-Y2 PAM-ag	BaF3 parental	S1P4 antagonist	NPY-Y1 PAM-ag	RBBP9 inhibitor	NPY-Y1 antag	Runt-CBFb FRET
16	COc1cc(CC(=O)Nc2ncc(C)s2)cc(OC)c1OC	8	-0.7	-3	11	-10	-18	3	3	1
17	CCc1ccc(OCC(=O)NCCOc2ccccc2)cc1	0	0.1	-51	6	11	-46	-1	9	0
18	Cc1cccc(Cn2ccc(NC(=O)c3cccnc3)n2)c1	2	0.6	1	8	-10	6	3	8	1
19	c1ccc2c(c1)c1c3n2CCNC3CCC1 (configuration not stated)	1	-1.8	1	6	-7	-4	2	3	-4
20	COc1ccc(Br)c(C(=O)NCCC(C)C)c1	4	-0.3	6	9	-10	-10	-4	5	-3
21	COc1cnn(-c2ccc(C)cc2)c(=O)c1Cl	4	-1.4	2	7	6	15	-4	6	0
22	COc1cccc2cc(NC(=O)C3CCCCC3)c(=O)oc12	-3	0.7	-11	6	-20	6	-8	5	1
23	CSc1nc(Oc2ccc(=O)n(C)n2)nc(N(C)C)n1	3	-1.1	-28	8	-24	-10	6	-3	1
24	Cc1cccc(C(=O)N[C@H](C(=O)Nc2ccc(C)c(S(=O)(=O)N(C)C)c2)C(C)C)c1	1	-0.9	10	9	-10	-8	-4	4	-2
25	COc1cccc(-c2cc(-c3cccnc3)c(C#N)c(N)n2)c1	2	-1.7	-10	1	-5	6	-4	nt	1
26	CC1(C)CC(=O)c2c(nc3ccccc3c2N)C1	6	0.4	0	4	0	0	3	0	-2
27	Cc1ccc(-n2cc(-c3ccc([N+](=O)[O-])cc3)[nH]c2=S)c(C)c1	-5	1.0	-3	3	-35	6	-5	6	1
28	CCCSc1nc2c(c(=O)[nH]c(=O)n2C)n1C	-1	0.2	13	2	-8	-8	-5	-5	0
29	COc1ccc(C(=O)N/N=C/c2c(C)[nH]c(=O)[nH]c2=O)cc1	4	0.7	6	2	-3	0	-6	7	1
30	CSc1nc(C)c(CCO)c(=O)[nH]1	2	1.1	-8	6	-8	-11	-1	-4	1

Entries of single compounds from above:
Cc1cccc(Cn2ccc(NC(=O)c3cccnc3)n2)c1 in the list: Ba/F3 V617F tox = 2; S1P4 agonist = 0.6; NPY-Y2 PAM-ag = 1; BaF3 parental = 8; S1P4 antagonist = -10; NPY-Y1 PAM-ag = 6; RBBP9 inhibitor = 3; NPY-Y1 antag = 8; Runt-CBFb FRET = 1
COc1cc(CC(=O)Nc2ncc(C)s2)cc(OC)c1OC in the list: Ba/F3 V617F tox = 8; S1P4 agonist = -0.7; NPY-Y2 PAM-ag = -3; BaF3 parental = 11; S1P4 antagonist = -10; NPY-Y1 PAM-ag = -18; RBBP9 inhibitor = 3; NPY-Y1 antag = 3; Runt-CBFb FRET = 1

Other records.
#	mol	Ba/F3 V617F tox	S1P4 agonist	NPY-Y2 PAM-ag	BaF3 parental	S1P4 antagonist	NPY-Y1 PAM-ag	RBBP9 inhibitor	NPY-Y1 antag	Runt-CBFb FRET
31	O=S(=O)(c1ccccc1)N(CC(O)Cn1c2ccccc2c2ccccc21)c1ccccc1 (configuration not stated)	2	1.8	4	2	-7	-1	-19	5	-2
32	CNCC[C@H](Oc1cccc2ccccc12)c1cccs1	0	0.1	-14	3	24	-8	3	15	1
33	N=c1c2c(ncn1CCN1CCOCC1)Oc1cc(O)ccc1C2c1ccccc1 (configuration not stated)	0	0.5	1	-4	5	-7	1	nt	7
34	COc1ccc(NC(=S)N(CCN2CCCCC2)Cc2ccco2)cc1	-2	1.8	-12	2	-7	-8	-7	-2	9
35	CC(C)(C)c1cc(P(=O)(c2ccccc2)c2ccccc2)ccc1O	0	1.2	30	-3	0	21	-3	nt	1
36	CC(C)Cn1cnc2c(c(-c3ccccc3)c(-c3ccccc3)n2Cc2ccco2)c1=N	6	1.1	3	8	-18	4	-7	40*	1
37	COCCn1cnc2cc(C)c(C)cc21	4	-1.3	-3	44*	-4	-14	-1	-4	-2
38	Clc1ccc(/C=N/Nc2ncnc3nc[nH]c23)cc1	9	-2.2	-31	1	-22	-16	-6	nt	2
39	CC(C)(C)SCCNC(=O)c1ccc(Cl)c([N+](=O)[O-])c1	-2	0.6	-2	5	-17	6	-2	-5	-4
40	c1ccc(COc2ccc(OCCOCCn3cncn3)cc2)cc1	-1	-1.0	0	7	3	-16	-4	1	-1
41	CC(=O)c1ccc(N2CCN(C(=O)c3nn(Cc4ccccc4)c(=O)c4ccccc34)CC2)cc1	4	1.2	10	2	-20	8	-11	2	-4
42	Cc1c(C(=O)NCc2ccccc2)cnn1-c1ccccc1	0	0.8	6	2	-16	-8	0	-4	-1
43	C/C(=N\NC(=O)CN(c1ccccc1)S(C)(=O)=O)c1ccccc1O	0	0.7	6	6	-7	-4	-6	-1	3
44	CCCCN(C(=O)/C=C/c1ccc(OCC(C)C)c(OCC)c1)c1c(N)n(CCC)c(=O)[nH]c1=O	-3	0.5	-5	0	-29	14	13	0	-2
45	CCOC(=O)Nc1ccc(S(=O)(=O)Nc2cc(C)on2)cc1	4	1.3	-6	11	7	-7	-5	11	0

(listing goes on)
#	mol	Ba/F3 V617F tox	S1P4 agonist	NPY-Y2 PAM-ag	BaF3 parental	S1P4 antagonist	NPY-Y1 PAM-ag	RBBP9 inhibitor	NPY-Y1 antag	Runt-CBFb FRET
46	COc1cc2[nH]c(=S)nc(NCC3CCCO3)c2cc1OC (configuration not stated)	-4	0.6	-5	6	-15	3	-7	1	1
47	Cc1ccc(C(=O)CC(=O)COc2ccc(Cl)cc2)cc1	-4	-0.2	9	0	-3	-9	2	2	2
48	O=C(c1cccs1)c1coc2ccc(O)c(CN(CCO)CCO)c12	-2	-4.0	7	3	-10	7	-11	2	2
49	N=c1sccn1CC(=O)Nc1ccc2c(c1)CCC2	6	-0.1	-7	4	-7	-23	-5	3	-4
50	O=C(c1cnn2c(C(F)F)cc(C3CC3)nc12)N1CCOCC1	-3	0.6	8	0	0	17	-7	3	2
51	CCOc1ccc(N(C(C)C(=O)NC(C)CC)S(C)(=O)=O)cc1 (configuration not stated)	2	0.1	-2	8	10	-5	-4	-4	0
52	CC1=CC(=C(C#N)C#N)C=C(C)N1CCN1CCN(C(=O)Nc2ccc(Cl)c(Cl)c2)CC1	2	1.5	1	5	-7	14	8	3	-14
53	CCOCc1nnc(NC(=O)c2ccco2)s1	-4	-3.0	13	1	-16	-1	-9	3	1
